# SIAE primary = human SIAE inhibition, primary screen | Q9HAT2 | SIAE FP-Rh probe binding, fluorescence polarization | inhibition, % at 9.66 µM | actives 0.69% (n = 370,000);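 active = inhibition above a cutoff: mean of compounds within the control limits plus 3 SD of those, cut at about 17% in these data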;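 note: 0% = plate median of compound wells and 100% = probe without SIAE protein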
# TCR-CD3 inh = human TCR-CD3 binding inhibition; TAMRA-labeled TCR probe fluorescence, biochemical; inhibition, % at 9.4 µM; actives 0.37% (n = 360,000); in the data active = inhibition above about 19%;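 note: recombinant mutant TCR 2C K166C tagged with TAMRA read by polarization; 0% = receptor in buffer alone and 100% = receptor with positive control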
# UHRF1 MBD2 ctr = human UHRF1 methylated DNA binding inhibitors; AID 687016; UHRF1 binding to methylated oligo, TR-FRET; actives 0.75% (n = 370,000); inhibition, % at 4.4 µM; in the data active = inhibition above about 21%;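 note: UHRF1 SRA domain binding a hemimethylated CpG hairpin DNA probe; 0% = median of test compound wells and 100% = reference inhibitor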
# PG9 binder = binds the HIV-1 gp120 antibody PG9. TR-FRET gp120-PG9 antibody binding. inhibition, % at 6.7 µM. actives 0.43% (n = 360,000); in the data active = inhibition above about 8.5%
# LEDGF integ inh = blocks HIV-1 LEDGF/p75-dependent DNA integration. actives 0.64% (n = 370,000). TR-FRET IN-LEDGF/p75 DNA integration, Eu/Cy5. inhibition, % at 3.7 µM. AID 743269;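 active = inhibition above the screen-wide mean plus 3 SD, cut at about 13% in these data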;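 note: signal is the Cy5 over europium emission ratio at 671 and 618 nm; 0% = plate median of compound wells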
# HTRA1 inh = inhibitors of human serine peptidase HTRA1; recombinant HTRA1, FP-rhodamine activity-based probe, fluorescence polarization; inhibition, % at 5.96 µM; actives 0.5% (n = 340,000); AID 504803; in the data active = inhibition above about 36%;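 note: 0% = enzyme with DMSO and 100% = wells lacking enzyme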
# Target sequence (Q92743 whole entry, looked up): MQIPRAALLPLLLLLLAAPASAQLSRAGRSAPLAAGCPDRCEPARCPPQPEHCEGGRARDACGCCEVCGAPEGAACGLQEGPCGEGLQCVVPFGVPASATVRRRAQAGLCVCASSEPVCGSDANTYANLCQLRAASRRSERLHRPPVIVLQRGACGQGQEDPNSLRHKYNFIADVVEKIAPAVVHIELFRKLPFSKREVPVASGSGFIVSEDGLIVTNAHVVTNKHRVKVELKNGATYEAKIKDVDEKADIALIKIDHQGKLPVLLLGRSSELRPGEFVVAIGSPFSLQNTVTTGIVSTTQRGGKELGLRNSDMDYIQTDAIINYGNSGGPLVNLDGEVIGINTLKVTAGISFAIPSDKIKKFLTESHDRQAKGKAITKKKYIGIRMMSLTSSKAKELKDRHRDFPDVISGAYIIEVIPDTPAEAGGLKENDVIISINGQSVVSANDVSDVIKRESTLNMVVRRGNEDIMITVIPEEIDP
# TDP2 absorb = blocks human TDP2 phosphodiesterase activity; O95551; recombinant TDP2, T5PNP hydrolysis, p-nitrophenol absorbance 415 nm; inhibition, % at 12.8 µM; actives 0.34% (n = 370,000);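 active = inhibition above the mean of all tested compounds plus 3 SD, set per campaign, cut at about 25% in these data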;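 note: 0% = DMSO with enzyme and 100% = buffer with substrate but no TDP2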
#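 System – recombinant human TDP2 · Amount – 120 nM TDP2 per well · Buffer or medium – Mg2+-containing Tris-HCl buffer, pH 7.5 · Reagent – T5PNP substrate, 5 mM · Dosing – 12.8 µM single point, 1% DMSO · Incubation – 2 h at 37 °C · Measured by – epi absorbance · Read-out basis – percent inhibition · Benchmarks – high control without enzyme, low control DMSO plus TDP2 · Repeats – singlicate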
# ABHD4 inh = inhibits mouse alpha/beta hydrolase domain 4 | Q8VD66 | actives 0.54% (n = 370,000) | purified mABHD4, FP-Rh probe fluorescence polarization | inhibition, % at 8.92 µM;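 active = inhibition exceeding the mean over every tested compound plus 3 SD, cut at about 30% in these data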;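 note: 0% = plate median of compound wells and 100% = S159A mutant with DMSO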
# Target sequence (Q8VD66 whole entry, looked up, the tested form may be a part): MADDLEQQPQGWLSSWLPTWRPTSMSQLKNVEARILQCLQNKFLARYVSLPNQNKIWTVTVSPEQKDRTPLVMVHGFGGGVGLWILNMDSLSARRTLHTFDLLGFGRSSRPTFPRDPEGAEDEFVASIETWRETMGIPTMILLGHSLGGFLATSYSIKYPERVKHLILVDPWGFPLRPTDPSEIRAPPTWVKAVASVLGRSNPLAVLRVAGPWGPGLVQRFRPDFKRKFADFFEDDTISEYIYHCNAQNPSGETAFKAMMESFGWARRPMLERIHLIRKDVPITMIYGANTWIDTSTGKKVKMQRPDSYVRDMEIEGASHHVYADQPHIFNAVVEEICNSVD
#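 Test system: mABHD4 protein; Read-out basis: % inhibition; Incubation: 45 min + 60 min at 25 °C; Repeats: single replicate; Technique: fluorescence polarization with parallel and perpendicular emission, 525/598 nm; Compound: 8.92 µM, single dose; Benchmarks: full inhibition S159A mutant plus DMSO, zero as sample-well median.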
# DDE Tn7 FP inh = inhibitors of Tn7 peptide binding to human fibrin DD(E); inhibition, % at 8.3 µM; AID 720508; FP displacement of FITC-Tn7 peptide from fibrin DD(E); 0% = median of compound wells per plate; actives 0.13% (n = 370,000); P02675;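 active = inhibition above the mean of compounds falling within the control limits plus 3 SD of them, cut at about 14% in these data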;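 note: 0% = plate median of compound wells and 100% = 10 µM Aha-Tn7 peptide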
#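 system = human fibrin DD(E) protein | quantity = DD(E) 2 µM final | medium = Tris/NaCl/CaCl2 buffer, pH 7.8 | also added = labelled Tn7 tracer, 0.1 µM | compound dosing = single point at 8.3 µM | timing = compound with protein 10 min, then 3 h after probe, room temperature | signal = FP measurement | benchmarks = Aha-Tn7 high control | repeats = one replicate per compound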
# PRMT1 inh = inhibitors of human PRMT1; recombinant PRMT1, activity-based probe fluorescence polarization; actives 1.3% (n = 370,000); inhibition, % at 2.79 µM;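 active = inhibition above about 21% made by adding two undisclosed values, limit read from the data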
# * = called active by the depositor; / = not tested or not shown.
SIAE primary	TCR-CD3 inh	UHRF1 MBD2 ctr	PG9 binder	LEDGF integ inh	HTRA1 inh	TDP2 absorb	ABHD4 inh	DDE Tn7 FP inh	PRMT1 inh	smiles
6	-4	1	-2.7	-3	-15	-10	-7	-2	3	CCCOc1ccc(CNC(=S)NCc2ccc(OC(C)C)cc2)cc1
2	3	0	-0.8	1	5	21	3	4	3	O=C(NC(Cc1ccccc1)C(=O)O)/C(=C\c1ccc(F)cc1)NC(=O)c1ccco1 (centres undefined)
0	1	2	-1.9	3	0	-1	-5	2	-5	O=C(Cc1ccccc1)N[C@@H]1c2ccccc2CC[C@@H]1OCc1ccccc1
7	2	-1	-2.6	2	-14	7	-1	-3	0	COCC1CCCCN1Cc1cn[nH]c1-c1ccc2cc(OC)ccc2c1 (centres undefined)
-4	10	-2	1.9	-1	-7	-7	1	-7	-2	O=C(NCCOc1ccc(Cl)cc1)c1ccc2c(c1)OCCO2
10	/	-1	/	1	/	-1	2	5	2	CCCNC(=O)Nc1ccc2c(c1)C(=O)N(C)[C@H]1CC[C@@H](CC(=O)OC)O[C@H]1CO2
8	5	1	-0.6	4	1	-17	4	-2	-3	COc1cc2c(cc1OC)CN(S(=O)(=O)c1ccccc1F)CC2
-4	2	1	36*	-1	-25	11	-2	8	0	Cc1ccc(-n2c(SCC(=O)NCCC3=CCCCC3)nc3n[nH]c(C)c3c2=N)cc1Cl
4	11	-2	-2.7	3	-9	-8	0	-5	1	COc1ccc(-n2c(CNc3ccc(C)cc3)nnc2SCc2ccccc2)cc1
3	-6	3	1.3	-3	-5	0	-1	1	0	COC(=O)Cc1cc(=O)oc2c(C)c(O)ccc12
6	5	2	-2.0	1	2	-2	-2	0	1	C/C(=N/NC(=O)c1ccc2c(c1)OCO2)c1ccc(NC(=O)C(F)(F)F)cc1
-17	-5	4	0.9	-6	-5	10	-1	9	0	CCOc1cc(/C=N/NC(=O)Cn2nc([N+](=O)[O-])cc2C)cc(Br)c1OCc1ccccc1C
4	6	-2	-3.2	-3	-14	-3	1	-1	2	Cc1cc2cc(CN(Cc3nnnn3C3CCCCC3)CC3CCCO3)c(=O)[nH]c2cc1C (centres undefined)
-2	/	-1	/	3	/	5	-15	-1	-5	CCCC1CCC2(CC1)CCC2OC(=S)Nc1cccc(I)c1 (centres undefined)
-16	5	-2	-1.3	1	-14	9	-8	-8	1	O=C(CSc1nc2ccccc2c(=O)n1-c1ccc(F)cc1)Nc1ccc2c(c1)CCC2
6	0	-3	-0.2	2	7	-1	0	-7	0	O=c1[nH]c(=O)c2cc3ccccc3nc2[nH]1
5	1	-2	-1.1	1	6	-15	-3	5	-1	CCC(C)[C@H](NC(=O)C1CC(=O)N(c2ccc3c(c2)OCCO3)C1)C(=O)NC1CCCC1 (some centres undefined)
1	-4	1	-0.5	2	-12	7	-6	6	0	O=S(=O)(c1cccc(Cl)c1)N1CCC(c2nc3ccccc3[nH]2)CC1
-2	0	0	0.7	-7	-5	-3	-2	3	4	O=C(c1ccc([N+](=O)[O-])cc1[N+](=O)[O-])N1CCCC1
-1	8	-1	0.1	7	-10	14	-2	-3	-2	O=C(c1ccccc1)c1ccc(Oc2ccc(C(=O)O)c(C(=O)O)c2)cc1
-9	1	3	-1.2	-2	8	2	1	6	6	CN(CCO)C(=O)c1ccc(-c2nn(C)c(=O)c3ccccc23)cc1
9	4	-4	1.6	5	6	4	0	-1	-4	O=C(Oc1coc(CSc2nnc(NC(=O)C3CC3)s2)cc1=O)c1ccccc1
1	-6	2	-0.8	-7	0	8	-4	6	0	Cc1ccc(C(=O)N2CCN(S(=O)(=O)N3CCOCC3)CC2)cc1
5	0	3	-0.4	-3	-4	-4	6	-1	2	COc1ccccc1N1CCN(C(=O)C(F)F)CC1
-6	-6	0	-2.6	3	-1	1	-1	-3	0	Cc1ccccc1NC(=O)C(C)SCc1ccccc1 (centres undefined)
5	8	-4	-1.6	3	9	5	3	7	-6	CCN1CCN(CCCNC(=O)CCc2nc(-c3ccc(OC)cc3)no2)CC1
4	1	-2	-0.5	-5	-1	-3	2	0	-1	CC/S(CC1CC1(Cl)Cl)=N\S(=O)(=O)c1ccc(C)cc1 (centres undefined)
-5	6	2	0.2	0	2	10	-3	-2	1	CCCc1nc(NCc2ccc3c(c2)OCO3)c2nnn(Cc3ccccc3Cl)c2n1
-5	4	0	-1.1	-2	-17	9	-7	4	0	CCOc1ccccc1/C=N/NC(=O)c1cccc(Cl)c1
-2	4	-2	2.4	1	0	-7	2	3	4	O=C(COC(=O)CSc1nnc(-c2ccc(Cl)cc2)o1)Nc1cc(Cl)ccc1Cl
-2	-4	0	0.2	-2	-5	-14	-3	2	7	CCc1cc(C(=O)c2ccc(OC)cc2)c(NC(=O)CC(C)(C)CC(=O)O)s1
-2	-10	7	0.7	6	-1	-14	-7	-3	-3	O=C1Nc2ccccc2C1(O)c1ccccc1O (centres undefined)
4	10	-2	0.2	-1	1	-4	-3	-2	-3	COC(=O)N1CN(C(=O)OC)CN(C(=O)OC)C1
0	-6	3	-1.0	-5	8	-5	-4	1	0	O=C(CN1CCN(C(C(=O)Nc2cc(C(F)(F)F)ccc2Cl)c2ccccc2)CC1)NC1CC1 (centres undefined)
10	-1	4	-0.9	4	-6	-3	-2	0	-2	CN1CCN(C(=S)Nc2cc(S(=O)(=O)N3CCOCC3)ccc2Cl)CC1
-4	5	-2	-0.8	0	-3	-3	-3	0	-2	Cc1cc(NC(=O)CCCN2C(=O)/C(=C/c3ccccc3Cl)SC2=S)no1
1	6	-2	0.2	-1	3	-1	-2	2	3	CC(C)[C@H](NC(=O)N1CCn2c1nc1ccccc12)C(=O)NCc1ccc2c(c1)OCO2
-3	1	-1	-1.1	-3	/	2	5	5	-1	CSc1ccc(CN2CCC(C)(Oc3ccc4ccccc4c3)C2)cc1 (centres undefined)
6	-6	7	1.4	3	-6	-6	-8	2	7	Cn1c(N)c(C(=O)CSc2nc3ccccc3c(=O)n2CCCN2CCOCC2)c(=O)n(C)c1=O
-13	-2	2	0.5	0	-30	-3	-4	10	2	O=S(=O)(c1ccc(Cl)cc1)N1CCN(C(=S)Nc2ccc(F)c(Cl)c2)CC1
0	2	3	-0.9	-3	7	1	5	4	2	Cc1cc(Cl)c(S(=O)(=O)N2CCN(c3ccc(F)cc3)CC2)cc1OCC(N)=O
3	-6	-2	-0.8	-3	4	20	10	-5	5	O=C(CN1CCOCC1)Nc1ccc(OC(F)(F)F)cc1
3	0	-2	-0.7	5	4	-3	2	3	-3	COc1cc(OC)cc(C(=O)Nc2cc(-c3cn4cccnc4n3)ccc2C)c1
-6	-11	8	-0.3	7	/	-6	-5	-2	3	CCCn1ncc(/C=N/O)c1C
-4	0	4	-2.0	-2	6	-3	0	3	-2	Cc1ccc(C(=O)c2ccc(C)cc2)cc1
1	1	-1	-0.2	2	-4	-1	-1	8	-2	Cc1cc(C(=O)NCc2ccccc2Cl)c2ccccc2n1
2	-1	-4	-2.8	-1	6	-11	-4	-1	2	COCc1[nH]nc2c1C(c1cc(OC)c(O)c(OC)c1)C(C#N)=C(N)O2 (centres undefined)
-3	4	14	-2.2	1	0	10	8	0	3	COc1ccc(-c2cc(C(=O)N3CCN(C(=O)c4ccccc4F)CC3)[nH]n2)cc1
-2	-3	1	-1.9	1	12	7	-1	-1	0	CC1(CCC(=O)O)C(=O)CCC2C1CCC1(C)C2CCC1(C)O (centres undefined)
9	-3	-1	-0.5	1	1	14	-7	5	-2	CCOC(=O)CNC(=O)CSc1nc2cccnc2n1Cc1ccccc1

# Other records
SIAE primary	TCR-CD3 inh	UHRF1 MBD2 ctr	PG9 binder	LEDGF integ inh	HTRA1 inh	TDP2 absorb	ABHD4 inh	DDE Tn7 FP inh	PRMT1 inh	smiles
-7	-3	-1	-0.3	-2	1	0	5	0	6	COC(=O)c1ccc(NC(=O)COc2ccc([N+](=O)[O-])cc2)cc1
-3	-5	3	-2.4	8	2	-7	-7	-8	-3	Cc1cnc(CN(C)Cc2nc(Cc3cccc(C(F)(F)F)c3)no2)[nH]1
-1	-4	-2	-0.2	6	7	-14	-7	0	1	CN(CC(=O)Nc1ccc(F)cc1)C(=O)c1cc([N+](=O)[O-])ccc1N1CCOCC1
-1	3	2	-2.3	-1	-2	-1	1	-5	-2	CN1CCN(C(=O)c2ccc3c(c2)OCCO3)CC1
-6	7	-2	-0.1	-2	-6	2	1	1	-2	Cc1nc([N+](=O)[O-])c(Br)n1Cc1ccc(Cl)c(Cl)c1
1	3	0	1.7	2	-2	1	3	-7	-3	CC(C#N)N1CCN(S(=O)(=O)c2ccc3c(c2)CCC3)CC1 (centres undefined)
-6	6	-3	-1.7	1	-23	-5	-10	-7	-1	Cc1cc(-c2cc(C(=O)NCc3ccccc3)on2)nc(NCC2CC2)n1
-3	-21	1	-2.0	2	/	4	-6	0	1	COc1ccc(-c2cc(NC=O)c3ncc(-c4cc(OC)c(OC)c(OC)c4)n3c2)cc1
4	7	-1	0.0	-3	3	5	0	-1	-2	COc1ccc(NC(=O)C2(c3cccs3)CCOCC2)cc1
-11	-7	-4	1.5	4	-11	0	-3	-14	4	O=C(CSc1ncccc1-c1nc2ccccc2[nH]1)N1CCN(c2ccccc2F)CC1
0	1	-7	-1.5	-3	-9	7	1	1	-3	CC(C)(CO)Nc1ccc([N+](=O)[O-])cc1[N+](=O)[O-]
2	-2	-2	0.1	1	-1	1	14	-10	1	COc1cc(NC(=O)c2ccccc2F)c(OC)cc1NC(=O)CN1CCCCC1
-4	4	5	2.7	2	2	7	0	-3	2	Cc1cc(NC(=O)CCCN2C(=O)c3cccc4cccc(c34)C2=O)no1
-2	1	-2	-0.1	-3	-6	-2	2	3	0	C=CCN1C(=O)/C(=C2/Sc3ccccc3N2CC)SC1=S
2	-10	0	-1.2	-3	5	1	2	-1	-4	CCn1c(-c2ccc(N(C)C)cc2)nc2ccccc21
-6	6	-2	1.0	-2	7	-1	-3	-1	-1	CS(=O)(=O)N(CC(=O)NCc1ccccc1Cl)Cc1ccccc1

# PG9 binder: hit marks shown above.
SIAE primary	TCR-CD3 inh	UHRF1 MBD2 ctr	PG9 binder	LEDGF integ inh	HTRA1 inh	TDP2 absorb	ABHD4 inh	DDE Tn7 FP inh	PRMT1 inh	smiles
-4	2	1	36*	-1	-25	11	-2	8	0	Cc1ccc(-n2c(SCC(=O)NCCC3=CCCCC3)nc3n[nH]c(C)c3c2=N)cc1Cl

# Record cards, from the list above. Values in the order: SIAE primary | TCR-CD3 inh | UHRF1 MBD2 ctr | PG9 binder | LEDGF integ inh | HTRA1 inh | TDP2 absorb | ABHD4 inh | DDE Tn7 FP inh | PRMT1 inh
# Record of CN1CCN(C(=O)c2ccc3c(c2)OCCO3)CC1 : -1 | 3 | 2 | -2.3 | -1 | -2 | -1 | 1 | -5 | -2
# Record of CC(C#N)N1CCN(S(=O)(=O)c2ccc3c(c2)CCC3)CC1 (centres undefined) : 1 | 3 | 0 | 1.7 | 2 | -2 | 1 | 3 | -7 | -3

# Screens: PubChem, The Scripps Research Institute Molecular Screening Center
